FEN1 inh = inhibitors of human flap endonuclease 1; P39748; Recombinant FEN1 flap cleavage, fluorescence, 15 min; Potency, µM (highest dose often 114 µM), without a hit: top-dose activity change, negative = inhibition, hits mostly inhibitors; actives 0.35% (n = 390,000); AID 588795; also: nearly all actives have a fitted effect of over 65% in size
Target sequence (P39748 whole entry, looked up): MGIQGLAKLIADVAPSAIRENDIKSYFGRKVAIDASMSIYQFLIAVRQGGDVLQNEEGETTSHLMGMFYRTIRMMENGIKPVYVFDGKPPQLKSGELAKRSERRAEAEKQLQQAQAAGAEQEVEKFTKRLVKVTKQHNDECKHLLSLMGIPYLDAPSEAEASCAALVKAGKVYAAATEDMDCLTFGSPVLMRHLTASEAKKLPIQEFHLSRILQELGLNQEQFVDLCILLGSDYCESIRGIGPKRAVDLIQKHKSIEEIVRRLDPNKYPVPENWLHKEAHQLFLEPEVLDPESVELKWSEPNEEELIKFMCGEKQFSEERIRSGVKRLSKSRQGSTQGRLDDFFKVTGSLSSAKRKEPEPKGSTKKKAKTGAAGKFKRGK
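In this screen, 50 nM flap DNA substrate was added to 10 nM FEN1 pretreated with compound for 15 min at room temperature; cleavage was followed with reads at 0 and 15 min, and Hill fitting gave concentration–response parameters.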
N370S GC = N370S glucocerebrosidase modulation, Gaucher chaperone candidate. P04062. N370S GC spleen homogenate, 4MU-glucoside fluorescence. Potency, µM (doses to about 59.4 µM), without a hit: at the top dose activity change, negative = inhibition, actives largely listed as inhibitors. actives 0.092% (n = 330,000);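 also: 0% = full enzyme activity and -100% = no enzyme basal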
TDP1 inh = inhibitors of human tyrosyl-DNA phosphodiesterase TDP1; AID 485290; Potency, µM (doses to about 130 µM), for inactives: at the highest dose activity change, negative = inhibition, most hits filed as inhibitors; recombinant TDP1, AlphaScreen DNA substrate cleavage; Q9NUW8; actives 0.28% (n = 350,000); also: nearly all actives have a fitted effect of over 40% in size
Target sequence (Q9NUW8 whole entry, looked up): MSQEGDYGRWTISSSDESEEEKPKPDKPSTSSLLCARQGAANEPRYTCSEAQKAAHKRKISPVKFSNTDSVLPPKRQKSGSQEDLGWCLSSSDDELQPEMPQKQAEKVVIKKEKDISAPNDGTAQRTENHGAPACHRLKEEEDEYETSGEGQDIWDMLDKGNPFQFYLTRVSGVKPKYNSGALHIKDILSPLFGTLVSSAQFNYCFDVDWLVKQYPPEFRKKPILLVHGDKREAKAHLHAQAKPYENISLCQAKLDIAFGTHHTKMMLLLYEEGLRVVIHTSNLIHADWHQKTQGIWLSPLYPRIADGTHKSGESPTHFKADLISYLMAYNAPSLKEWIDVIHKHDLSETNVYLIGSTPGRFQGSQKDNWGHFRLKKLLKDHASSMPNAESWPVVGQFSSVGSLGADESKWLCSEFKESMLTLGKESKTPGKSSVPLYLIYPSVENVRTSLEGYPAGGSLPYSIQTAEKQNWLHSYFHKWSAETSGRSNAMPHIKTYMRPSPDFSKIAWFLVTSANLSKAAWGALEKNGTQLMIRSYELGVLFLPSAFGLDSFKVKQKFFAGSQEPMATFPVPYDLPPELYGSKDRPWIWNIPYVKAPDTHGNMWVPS
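Recombinant E. coli-expressed Tdp1 (1 nM) preincubated with compound 15 min at RT, then 5'-biotin/3'-phosphotyrosine-FITC DNA substrate (15 nM) added for 5 min. AlphaScreen beads (10 ug/ml) added, 10 min RT; tyrosine-FITC cleavage read as signal loss.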
* hit, by the source's call; ? = inconclusive; . = no result given; & = joins results of further samples; [ ] = dose if it differs, or a comment. Calls follow the shape of the dose curve; as a rule, active = well fitted curve in the direction sought with a large enough effect; inconclusive = small, poorly fitted or top-dose-only effect, or another doubt; inactive = no such curve, though single readings can be large; an effect the other way counts as inactive or inconclusive. Unless noted, % is scaled to controls: 0 for no effect and ±100 for the full control effect; potency is read from the fitted curve at half-maximal effect. Not a hit list, and some 0.57% of all compounds hit somewhere here.

SMILES | FEN1 inh | N370S GC | TDP1 inh
COCCSc1ccccc1C(=O)NCc1ccc2c(c1)OCO2 | -1% | 0% | 2%
COCCNC(=O)Cc1c(C)c2c(cc(C)c3c(C)coc32)oc1=O | -21% | -2% | .
COCC1=C2c3ccccc3[C@H](C[N+](=O)[O-])C(C(=O)OC)(C(=O)OC)CC2C2C(=O)N(c3ccccc3)C(=O)C2C1 (stereo not given in full) | . | -9%&-4% | 5%&1%
CCC(=O)N(Cc1cc2cc(OC)ccc2[nH]c1=O)c1ccc(C)cc1 | 1% | 4% | .
CN(C)S(=O)(=O)c1ccc(N2CCCC2)c(C(=O)NC2(C)CCS(=O)(=O)C2)c1 (stereo not given) | 4% | -16% | -13%
Brc1ccc2ncnc(Nc3cccc4ccccc34)c2c1 | -25% | 7% | -2%
COc1ccc(OC)c(NC(=O)Cn2ccn(-c3ccc(F)cc3)c(=O)c2=O)c1 | -1% | . | 5%
CCOC(=O)N1CCN(C(=O)CSc2ccc3nnc(-c4ccncc4)n3n2)CC1 | -7% | 0% | 11%
CC(=O)Nc1ccc(S(=O)(=O)Nc2nc3ccccc3nc2N2CCc3ccccc3C2)cc1 | -19% | 7% | 6%
COc1ccc(CN2C3CCCC2CC(NC(=O)c2cccc(F)c2)C3)cc1 (stereo not given) | 2% | -8% | 3%
O=C(CCc1nnc2ccc(N3CCC4(CC3)OCCO4)nn12)N1CCCCC1 | 19% | -2% | 9%
CCOc1ccc(-n2cnnn2)cc1S(=O)(=O)NC1CC1 | 0% | 4% | 0%
CC(C(N)=O)N1C(=O)NC2(CCCc3ccccc32)C1=O (stereo not given) | 12% | -8% | -8%
O=C(NCN1C(=O)C2C3C=CC(C3)C2C1=O)Nc1cccnc1 (stereo not given) | -7% | . | -2%
Cc1cccc(NC(=O)c2cc(S(=O)(=O)N3CCCCC3)ccc2Cl)n1 | 10% | -8% | 7%

6 entries from above, ordered by the value under TDP1 inh, smallest number first.
structure | FEN1 inh | N370S GC | TDP1 inh
CN(C)S(=O)(=O)c1ccc(N2CCCC2)c(C(=O)NC2(C)CCS(=O)(=O)C2)c1 (stereo not given) | 4% | -16% | -13%
COCCSc1ccccc1C(=O)NCc1ccc2c(c1)OCO2 | -1% | 0% | 2%
COc1ccc(OC)c(NC(=O)Cn2ccn(-c3ccc(F)cc3)c(=O)c2=O)c1 | -1% | . | 5%
CC(=O)Nc1ccc(S(=O)(=O)Nc2nc3ccccc3nc2N2CCc3ccccc3C2)cc1 | -19% | 7% | 6%
Cc1cccc(NC(=O)c2cc(S(=O)(=O)N3CCCCC3)ccc2Cl)n1 | 10% | -8% | 7%
O=C(CCc1nnc2ccc(N3CCC4(CC3)OCCO4)nn12)N1CCCCC1 | 19% | -2% | 9%

(further entries)
SMILES | FEN1 inh | N370S GC | TDP1 inh
CCOc1cc(/C=N/N=C2/NC(=O)C(CC(=O)O)S2)ccc1OCc1ccc(Cl)cc1 (stereo not given) | -10% | -7% | .
Cc1cccc(CSc2nc3c(c(=O)[nH]2)CCCC3)c1 | -7% | 8% | 3%
COC(=O)c1ccc(CNC(=O)Cn2cnc(C(=O)Nc3ccc(C)c(C)c3)n2)cc1 | -6% | . | -2%[56.1 µM]
O=[N+]([O-])c1ccccc1S(=O)(=O)N(CC(O)CN1CCCCC1)c1ccccc1 (stereo not given) | 13% | 3% | .
Cc1ccnc(NS(=O)(=O)c2ccc(NC(=O)CCOc3ccccc3)cc2)n1 | 5% | -5% | 6%
COc1ccccc1N1CCN(C(=O)Cn2nnc(-c3cccs3)n2)CC1 | 11% | 9% | 4%
C(=N\N(Cc1ccccc1)c1ccccc1)/c1cccnc1 | -15% | 16% | 5%
Cc1noc(C)c1COc1ccc(C(=O)N2CCN(c3cccc(Cl)c3)CC2)cc1 | -11% | -2% | 1%
COc1cccc(Nc2sc(C(=O)c3ccc4c(c3)OCO4)c(N)c2S(=O)(=O)c2ccccc2)c1 | -2% | . | 7%
CCOC(=O)C1=C(N)n2c(s/c(=C\c3ccco3)c2=O)=C(C(=O)OC(C)C)C1c1ccco1 (stereo not given) | -10% | 8% | 13%[56.1 µM]
CCN(C(=O)COC(=O)c1ccccc1O)c1nc2ccccc2s1 | 0% | . | 1%
CCc1ccc(C(CNC(=O)c2ccc3c(=O)n(-c4ccccc4F)c(=S)[nH]c3c2)N(C)C)cc1 (stereo not given) | -8% | -12% | 2%
Cc1cc(C)cc(OCC(=O)OCC(=O)c2ccc3c(c2)NC(=O)CO3)c1 | -2% | 6% | 5%
COc1ccc(CC(NC(C)=O)C(=O)NC2CCN(C(=O)C3CCCCC3)CC2)cc1OC (stereo not given) | 2% | -19% | .
CC#CCN1c2ccccc2[C@]23C[C@@H](C(=O)OC)N=C2NC(C(=O)OC)=C(C(=O)OC)[C@H]13 | -4% | -13%[12.8 µM] | 7%[12.3 µM]
CCOC(=O)c1ccc(N2C(=O)c3n[nH]c(-c4cccs4)c3C2c2ccc(OC)cc2OC)cc1 (stereo not given) | -15% | . | 7%
COc1ccccc1C(=O)NC(CCSC)C(=O)OC(C)C(N)=O (stereo not given) | -3% | -7% | 1%
c1ccc(Cn2ccnc2SCc2nnc(-c3ccccc3)o2)cc1 | -3% | 2% | 4%
O=C1Nc2cc(C(=O)N3CCC(N4CCCCC4)CC3)ccc2S/C1=C\c1ccccc1 | 19% | -16% | 4%
C/C(=N\NC(=S)Nc1ccccc1)C1Cc2ccccc2C(=O)O1 (stereo not given) | -4% | 11% | 10%
O=C(CCNC(=O)c1ccccc1)Oc1ccc([N+](=O)[O-])cc1 | 21% | 2% | 2%
Brc1cccc(-c2n[nH]c(-c3ccccc3)n2)c1 | 1% | 4% | 7%
Cc1nn(CC(C)C)c(Cl)c1C(=O)N(C)CC(=O)Nc1c(Cl)cccc1Cl | 0% | 2% | 0%
CCc1ccc(NC(=O)Cn2c(=O)c3cccn3c3ccccc32)cc1 | 6%&-3% | -6% | 4%&3%
CCOc1ccc(C(=O)CSc2nnc3cc(C)c4ccccc4n23)cc1 | 0% | . | 1%
COc1cccc2c(SCC(=O)N/N=C/c3ccc(O)cc3O)cc(C)nc12 | -27% | -17% | 9%
NC(=O)Cn1c(=O)n(-c2ccccc2)c(=O)c2oc3ccccc3c21 | 31%[activator] | 8% | -1%
CCOC(=O)[C@@H]1CCNC[C@@H]1c1ccccc1 | 5% | -9% | 5%
O=C(O)CCCC(=O)Nc1cccc(C(=O)Nc2ccccc2C(=O)O)c1 | -2% | -4% | -8%
Cc1nnc(SCC2=C(C(=O)O)N3C(=O)C(NC(=O)Cn4nc(C(F)F)c(Cl)c4C)C3SC2)s1 (stereo not given) | 11% | 16% | ?
Cc1cc(C)c(C)c(S(=O)(=O)NCc2ccco2)c1C | . | -16% | 6%
CSc1nc(N(C)C)nc(N(C)C#N)n1 | 2% | 5% | 3%
COc1ccc(CCN2C(=O)CSC2=S)cc1OC | 10% | 12% | .
CCNc1nc(Oc2c(Cl)cccc2Cl)cc(C(F)(F)F)n1 | 1% | 4% | -2%
CC(C)(C)NC(=O)CN(C(=O)c1snc(C(=O)NC2CCCCC2)c1N)c1ccccc1F | 0% | ? | .
Cc1cc(SCC(=O)NN)c2cc(Br)ccc2n1 | -2% | -28% | 8%
CSCCC(NC(=O)COc1ccccc1)C(=O)N1CCC(C(N)=O)CC1 (stereo not given) | -14% | . | 2%
COc1ccc(S(=O)(=O)N(C)c2ccc(OC(=O)C(C)Oc3ccc(F)cc3)cc2)cc1 (stereo not given) | 3% | -2% | .
CNc1nc(SCc2ccccc2Cl)nc2c1CCCC2 | -14% | 8% | -5%
O=C(c1[nH]ncc1[N+](=O)[O-])N1CCOCC1 | 17% | -8% | -4%
COc1ccc(C(=O)NC2CCN(C(=S)NCc3ccco3)CC2)cc1 | -2% | -6% | 0%
COc1ccc(CNC(=O)CCCn2nc(C)c([N+](=O)[O-])c2C)cc1 | -8% | 8% | 3%
CCC(C)(C)NC(=O)C(C)OC(=O)c1nsc(Cl)c1Cl (stereo not given) | 3% | 6% | -1%
CCOc1ccc(S(=O)(=O)N2CCN(S(=O)(=O)c3ccc(C(C)=O)cc3)CC2)cc1 | -6% | 1% | 2%
COc1ccc2oc(C(=O)NCc3cc(OC)c(OC)cc3OC)c(C)c2c1 | -27% | -2% | 15%
O=C(O)c1cnn2c(-c3ccc(F)cc3)ccnc12 | -8% | -5% | 3%
COc1cc(/C=N/NC(=O)C(=O)Nc2ccccn2)ccc1O | 0% | -6% | 0%
CC1(C)CC(=O)C2=C(C1)Nc1ccccc1NC2c1cccs1 (stereo not given) | 12% | -9% | 6%
CCOc1ccc(CCNC(=O)CCc2nnc3ccc(N4CCCC4)nn23)cc1OCC | 4% | -12% | .
Cc1ccccc1NC(=O)COc1coc(CN2CCN(c3ccccc3)CC2)cc1=O | 1% | 1% | -3%
Cc1cccc(C)c1NC(=O)c1c(C)oc2c1C1=NCCN1C=N2 | 21% | . | 3%
C=CCNC(=O)c1ccc2nccnc2c1 | 8% | 4% | -5%
COc1ccc(S(=O)(=O)NCCc2csc3nc(-c4ccc(OC)c(OC)c4)nn23)cc1C | -5% | . | 5%
CCCCOc1ccc(/C(O)=C(\C#N)c2nc3ccccc3[nH]2)cc1 | -2% | -3% | .
COc1ccc(O)c(/C=N/NC(=O)CN2CCS(=O)(=O)CC2)c1 | -11% | -6% | 3%
Cc1ccc(S(=O)(=O)c2cc3c(=O)n4cc(C)ccc4nc3n(CC3CCCO3)c2=N)cc1 (stereo not given) | . | 3% | 4%
CCC(C)(C)C1CCC(=NNC(=O)c2ccc(Br)o2)CC1 (stereo not given) | -5% | 4% | 8%
Cc1nn(Cc2ccc(Cl)cc2Cl)c(C)c1NC(=O)c1sc2ccccc2c1Cl | -10% | 12% | 4%
COc1ccc(Cc2nc3ccccc3[nH]c2=O)cc1 | -8%&-5% | -12% | 0%[0.0935 µM]
Cc1cc(-c2nn3c(-c4ccccc4)nnc3s2)c2ccccc2n1 | -12% | -1% | -3%

Going on with the list.
SMILES | FEN1 inh | N370S GC | TDP1 inh
CC[C@]1(C(=O)OC)[C@H]2C(=O)N(Cc3ccccc3)C(=O)[C@H]2[C@H]2CN=C(SCc3ccccc3)N21 | ? | . | 0%[56.1 µM]
COC(=O)c1ccccc1NC(=S)NC(=O)c1ccccc1F | -7% | -2% | -3%
Cc1ccc(Nc2nc(N3CCOCC3)c3ccccc3n2)cc1 | -17% | 4% | 3%
CC1SCC(NC(=O)c2ccccc2Cl)CS1 (stereo not given) | 16% | 8% | -1%
Cn1cnnc1-c1cccc(NC(=O)c2cc(F)c(F)cc2Cl)c1 | -1% | -4% | 2%
Cc1cc(C)c2cc(CNC3CCCC3)c(Cl)nc2c1 | 12% | -5% | 9%
COc1ccc(Nc2cc(C)c3cc(NC(=O)COc4cccc(C)c4)ccc3n2)cc1 | 6% | . | 9%
Cc1nc(SC(C)C(=O)NC2CCCCC2C)c2c(C)c(C)sc2n1 (stereo not given) | -16% | -1% | 4%[56.1 µM]
Cc1ccc(NC(=O)CN(C)C(=O)CSc2nnc(C)s2)cc1 | 9% | . | -2%
Cc1ccc(C(=O)OCC(=O)NCc2ccc(F)cc2)o1 | 1% | . | -3%
CCN1CCN(CC(=O)c2c[nH]c3ccc(C)cc23)CC1 | 5% | 0% | -3%
CCCCCN1C(C(=O)c2ccccc2)=C(OC(=O)CC)c2ccccc2S1(=O)=O | -4% | . | 7%
COc1cc2cc(C#N)c(SCC(=O)Nc3cc(C)on3)nc2cc1OC | 2% | 0% | .
CC(C)[C@H](NC(=O)c1ccccc1F)C(=O)NNC(=O)c1cccs1 | -7% | . | -1%
COc1ccc(/C=N/Nc2cn[nH]c(=O)c2Cl)cc1 | -22% | -4% | 3%
COc1ccc(-c2oc(=O)c3cc(OC)c(OC)cc3c2-c2cc(F)cc(OC)c2)cc1 | -14% | . | 0%
COC(=O)CNC(=O)C(Cc1c[nH]c2ccccc12)NC(=O)Oc1ccccc1 (stereo not given) | -2% | -13% | .
O=C(Cc1ccccc1)NC1(Cc2ccc(O)cc2)CCCCC1 | 11% | 1% | 4%
CCCn1c(=S)[nH]c2cc(C(=O)NCC3CCCO3)ccc2c1=O (stereo not given) | 22% | 13% | 0%
CCCNC(=O)c1ccc(-c2nc3ccccc3s2)s1 | 5% | 18% | -3%
CC(C)C(NC(=O)c1ccccc1Cl)C(=O)OCc1nc2scc(-c3ccccc3Cl)c2c(=O)[nH]1 (stereo not given) | -7% | -4% | 5%
Cc1ccc(C(=O)N2CCN(c3ccccc3Cl)CC2)cc1[N+](=O)[O-] | ? | -3% | 0%
CCCCN(CCCNC(=O)C1CCN(S(=O)(=O)N2CCOCC2)CC1)c1ccccc1 | -11% | -8% | 1%
O=C(O)c1ccccc1OC(C(=O)Nc1cc(Cl)cc(Cl)c1)c1ccccc1 (stereo not given) | 3% | -4% | .

Screening data: PubChem, National Center for Advancing Translational Sciences (NCATS)
